Rat MKP-3 inhibitors: inhibition of rat DUSP6 enzyme activity – biochemical, in vitro, primary screen (AID 425) | hit rate 0.17% among 110,000 | inhibition, % at 20 µM, or IC50 in µM where a hit was titrated | recombinant MKP-3 phosphatase activity, fluorescence; higher % means a stronger effect; in the data active = inhibition above about 50%;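 note: plate controls were vehicle for no effect and reference inhibitor for full effect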
Hsp70 displacement: small molecules displacing fluorescent ligand from Hsp70 – biochemical, fluorescence polarization, primary screen (AID 583); Hsp70 fluorescence polarization probe displacement, mP; higher % means a stronger effect; displacement, % at 20 µM; hits with a dose series show IC50 in µM; hit rate 0.06% among 140,000; in the data active = displacement above about 50%;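 note: plate controls were vehicle for no effect and reference ligand for full effect; a part of the inactive calls stands beside numbers as strong as those of hits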
The depositor's hits bear a star; . = no result given; & = joins results of further samples. Not all compounds are listed. The share of hits here may be higher or lower than overall.

Rat MKP-3 inhibitors	Hsp70 displacement	SMILES
-11.5%	-0.6%	Cc1onc(-c2ccccc2)c1C(=O)Nc1nc(-c2ccc(F)c(F)c2)cs1
0.7%	-1.6%	CCOC(=O)/C(C#N)=C/c1c(OCC)n(CC)c2ccccc12
4.4%	1.1%	Cc1ccc(Cl)cc1NC(=O)c1cc(Cl)ccc1Cl
1.3%	-11.4%	CN(C(=O)c1ccc(F)cc1)C1CCCCC1
2.6%	2.1%	O=C(Nc1ccccc1C(=O)c1ccccc1)c1ccccc1Br
-6.5%	2.3%	COc1ccccc1-n1c(SCC(=O)N2CCOCC2)nc(O)c(Cc2ccccc2)c1=O
-6.9%	-1.9%	O=C(NCCCN1CCN(c2cccc(Cl)c2)CC1)C1CCC(=O)N1Cc1ccccc1Cl (centres undefined)
3.4%	2.1%	Cc1ccc2oc(-c3cc(N)ccc3Cl)nc2c1
-3.7%	-2.5%	Cc1c(Cl)cccc1NC(=O)CN1C(=O)CSc2ncccc21
.	4.3%	CN(Cc1nc2ccccc2c(=O)[nH]1)Cc1cc(=O)oc2ccc3ccccc3c12
-8.5%	0.1%	CCCCn1nnnc1SCC(=O)Nc1ccc2c(c1)OCCO2
1.2%	-3.1%	Cc1ccc(C(=O)Nc2ccccc2CO)cc1
-3.1%	1.2%	O=C(c1c(Cl)cccc1Cl)N(Cc1ccccc1)c1ccccn1
4.5%	-3.5%	O=C(Nc1ccccc1O)c1cc(S(=O)(=O)N2CCOCC2)ccc1Cl
-3.2%	-0.3%	O=C(NC1=NCCS1)c1cc(-c2ccccc2)nn1-c1ccccc1
-3.5%	-0.1%	CCOC(=O)c1c(C)[nH]c(C(=O)COC(=O)C2CC(=O)N(Cc3ccccc3)C2)c1C (centres undefined)
2.8%	-0.7%	Cc1cccc(C)c1NC(=O)c1cccc([N+](=O)[O-])c1
.	-8.5%	COc1ccccc1-c1nnc(SCc2nc3ccccc3s2)n1C
0.4%	-3.3%	CCc1ccc(S(=O)(=O)Nc2ccc(OC(=O)c3ccc(Cl)cc3)cc2)cc1
-2.9%	6.4%	O=C(Nc1ccc(Cl)cc1)C1CC1(c1ccccc1)c1ccccc1 (centres undefined)
-3.4%	2.2%	COC(=O)c1cc(S(=O)(=O)NC2CCN(Cc3ccccc3)CC2)cn1C
.	-2.3%	CCOC(=O)Cc1csc(NC(=O)COc2ccc(N(C)S(=O)(=O)c3ccc(C)cc3)cc2)n1
.	-0.2%	FC(F)(F)c1ccc(CN2CCCCCC2)cc1
1.7%	2.5%	CCC(=O)N(CCC1(c2ccccc2)CCOC(C)(C)C1)c1ccc(OC)c(OC)c1 (centres undefined)
.	-6.4%	CC1CCN(c2nc3nonc3nc2N2CCC(C)CC2)CC1
-7.9%	-0.4%	Cn1c(C(=O)NCc2cccs2)cc2c(=O)n(C)c3ccccc3c21
-4.6%	10.9%	COc1ccc(-n2cnnc2SCc2ncc(-c3ccccc3)o2)cc1
-11.6%	-1.7%	CCOc1ccc(Cc2nnc(N)s2)cc1OCC
-9.6%	-0.5%	CCCS(=O)(=O)N1CCC(C(=O)NCCCN(CC)c2cccc(C)c2)CC1
-7.8%	0.2%	CCOC(=O)c1ccc(N=c2sc(C(=O)OC)cc(=O)n2Cc2ccco2)cc1
1.3%	0.7%	Cc1cc(NC(=O)c2cc(S(=O)(=O)N3CCCCC3)ccc2C)n(-c2ccccn2)n1
.	-4.1%	CSc1nc(-c2ccccc2)[nH]c(=S)c1C(C)=O
-3.7%	0.2%	Cc1cc(C)n(CC(O)Cn2c3ccccc3c3ccccc32)n1 (centres undefined)
7.1%	1.0%	CCCCSc1nnc(-c2cc(Br)ccc2N)c(=O)[nH]1
-4.2%	-1.0%	OC(CN1CCN(c2ccccc2)CC1)c1c[nH]c2ccccc12 (centres undefined)
-1.1%	1.2%	Cc1ccc(S(=O)(=O)N/N=C2/CCCc3c2[nH]c2ccccc32)cc1
-4.8%	3.8%	O=C(O)CN1C(=O)/C(=C2\SC(=S)N(C(Cc3ccccc3)C(=O)O)C2=O)c2ccccc21 (centres undefined)
-2.5%	3.7%	CC(NC(=O)c1csc2ccccc12)C1CCCO1 (centres undefined)
.	12.1%	Cc1c(N)cccc1-c1nc2ccccc2[nH]1
2.5%	-3.0%	COc1cccc(C(=O)N2N=C(c3cccnc3)CC2(O)C(F)(F)F)c1 (centres undefined)
-11.0%	3.1%	Cc1ccc(C)c(Cn2c(CN(C)Cc3ccccc3)nc3c2c(=O)n(C)c(=O)n3C)c1
-4.3%	-2.7%	O=C(c1nnc(Cc2ccc(Cl)cc2)o1)N1CCc2ccccc2C1
-8.4%	-1.3%	CN1CCc2c(n(CC(O)CN3C(=O)c4ccccc4S3(=O)=O)c3ccccc23)C1=O (centres undefined)
1.0%	3.8%	O=C(O)CCCCC(=O)NC1=NCCS1
-1.0%	-2.1%	CN(CC(=O)Nc1sccc1C#N)C1CCCCC1
4.9%	3.3%	Nc1cc(C(=O)c2ccc(Cl)c(N)c2)ccc1Cl
-12.7%	-4.3%	c1ccc(-c2noc(CN3CCN(c4ccccc4)CC3)n2)cc1
-3.3%	6.3%	Cc1ccc(-c2nc(CS(=O)CC(=O)NCCN3CCOCC3)c(C)o2)cc1 (centres undefined)
2.9%	2.9%	COc1cccc(S(=O)(=O)NCc2ccc(C(=O)NCc3ccco3)cc2)c1
-8.9%	-1.2%	O=C(NCCCO)c1nc2ccccc2s1
-10.7%	-8.2%	Cc1noc(C)c1COC(=O)c1cccc(S(=O)(=O)N2c3ccccc3CC2C)c1 (centres undefined)
.	-1.7%	Cc1ccc(N2C(=O)CC(n3nc(C)cc3C)C2=O)cc1 (centres undefined)
.	0.5%	CCOC(=O)Cc1c(C)nc2c(-c3ccc(OC)cc3)c(C)nn2c1C
1.9%	3.8%	CS(=O)(=O)N1CCN(c2nc3ccccc3s2)CC1
.	-0.2%	Cc1ccc(C)c(C(=O)CSc2nnnn2C(C)C)c1
69.6%*	-0.5%	Cc1ccc(S(=O)(=O)NCC(C)NS(=O)(=O)c2ccc(C)cc2)cc1 (centres undefined)
-6.0%	-6.2%	COC(=O)c1ccc(OCC2c3cc(OC)c(OC)cc3CCN2C(=O)C2CC2)cc1 (centres undefined)
-10.1%	3.1%	N#CC1=C2C=CC=CN2CC1=O
-0.1%	-1.2%	O=C1C(=O)N(c2cccc(Cl)c2)C(c2ccccc2)/C1=C(\O)c1ccccc1 (centres undefined)
0.2%	-2.1%	CC(NC(=O)CN(Cc1ccccc1)S(=O)(=O)c1ccccc1)c1ccccc1 (centres undefined)

(more compounds)
Rat MKP-3 inhibitors	Hsp70 displacement	SMILES
-12.0%	0.6%	CCOc1ccccc1N1CCN(S(=O)(=O)c2ccc(F)c(F)c2)CC1
1.5%	1.1%	CC(=O)Oc1cccc(C(=O)Nc2ccc(OCC(=O)O)cc2)c1
-2.7%	0.8%	COc1ccc(C(=CCl)c2ccc(OC)cc2)cc1
-1.4%	-2.1%	CCCCN(CC)C(=O)CSc1cc(=O)n(C)c2ccccc12
.	2.4%	CC1(C)CC2(CC(C)(C(=O)CSc3nc4ccccc4s3)OC2=O)C(=O)O1 (centres undefined)
-1.2%	.	COc1ccc(N(C)C(=O)CCS(=O)(=O)c2cccc3nonc23)c(OC)c1
7.1%	-136.1%	CCN(CC)c1ccc(/C=C2\C(=O)NC(=O)N(c3ccc(Br)c(C)c3)C2=O)o1
-1.4%	6.3%	O=C1C(=Cc2cccc(Cl)c2)C(=O)c2ccccc21
-4.7%	-1.0%	CCOc1ccccc1NC(=O)c1ccc(OC)cc1
.	-1.5%	CCOC(=O)c1sc(NC(=O)CSc2n[nH]c(-c3ccc(Cl)cc3Cl)n2)c(C#N)c1C
4.3%	-3.8%	Cc1ccc2ncnc(Nc3ccc(I)cc3)c2c1
-5.1%	-2.7%	COc1cccc(C2=NOC(C(=O)N3CCN(C(=O)c4ccco4)CC3)C2)c1 (centres undefined)
0.0%	3.5%	Cc1ccc(NC(=O)COC(=O)C2=COCCO2)cc1
2.2%	0.1%	O=C(/C=C/c1ccco1)N(Cc1ccccc1)Cc1ccccc1
4.3%	0.0%	O=C(CSc1oc(-c2ccccc2)nc1S(=O)(=O)c1ccc(F)cc1)NCC1CCCO1 (centres undefined)
1.8%	3.7%	Cc1ccc(S(=O)(=O)NNC(=O)c2ccoc2C)cc1
-3.4%	2.5%	Cn1c(CN2CCOCC2)c(C#N)c2ccccc21
-4.3%&-2.1%	2.1%&2.0%	C(=N\n1cnnc1SCc1ccccc1)/c1ccco1
-7.3%	-3.5%	O=C(NO)C1CC2C=CC1C2 (centres undefined)
3.6%	-5.3%	C[N+]1=C2C=CC=CC=C2SC12C([N+](=O)[O-])=CC(=[N+]([O-])[O-])c1cccnc12 (centres undefined)
.	4.2%	CC(=O)c1ccc(NS(=O)(=O)c2ccc(CC(C)C)cc2)cc1
-14.5%	1.2%	[N-]=[N+]=CC(=O)CNC(=O)[C@@H](Cc1ccccc1)N1C(=O)c2ccccc2C1=O
6.1%	0.9%	COc1ccc(OCC(=O)Nc2ccc3c(c2)OCCO3)cc1
.	4.5%	COc1ccccc1NC(=S)NCc1ccco1
1.5%	1.9%	COc1ccc(NS(=O)(=O)c2ccccc2[N+](=O)[O-])cc1Cl
0.9%	7.4%	COCCOC(=O)C1=C(N)OC2=C(C(=O)CC(C)(C)C2)C1c1cccnc1 (centres undefined)
1.0%	2.8%	COc1ccc(Cl)cc1NCN1C(=O)S/C(=C/c2ccccc2)C1=O
-5.7%	0.7%	CCC(C)N(C(=O)c1csnn1)C(C(=O)NCc1ccc(F)cc1)c1ccco1 (centres undefined)
-8.9%	6.8%	Cc1ccc(S(=O)(=O)NC(CC(=O)O)c2ccco2)cc1 (centres undefined)
4.4%	2.0%	COc1ccc2c(Cl)c(-c3nnc(SCC(N)=O)n3C)sc2c1
.	2.9%	O=S(=O)(Nc1nc2c(s1)CCCC2)c1ccc2ccccc2c1
-9.6%	2.5%	COc1ccc(C(c2sc3ncnn3c2O)N2CC(C)OC(C)C2)cc1OC (centres undefined)
3.6%	-0.6%	O=C(COc1ccc(Cl)cc1Br)NNC(=O)c1ccncc1
2.4%	1.7%	COc1ccccc1-n1c(=O)[nH]c2c(C(N)=O)nc(-c3cccnc3)nc21
-5.3%	2.2%	Cc1ccc(C(=O)c2coc3ccc(O)c(CN4CCN(C)CC4)c23)cc1
.	-0.9%	COCCCNC(=O)Cc1ccccc1OC
1.5%	-0.4%	CC(=O)NC1(C(F)(F)F)C(=O)NC(C)=C1C#N (centres undefined)
-0.8%	1.3%	NS(=O)(=O)c1ccc(CNC(=O)c2ccco2)cc1
1.7%	0.7%	O=C1CSC(c2ccccc2)N1CCN1CCCCC1 (centres undefined)
-6.3%	2.4%	CCCS(=O)(=O)N1CCCC(C(=O)N2CCC(Cc3ccccc3)CC2)C1 (centres undefined)
-1.6%	6.1%	Cc1cc(C)n(CC(=O)n2c3c(c4ccccc42)CCCC3)n1
-5.8%	-2.9%	CC1(C)CC(=O)C2=C(C1)NC(SCC(=O)Nc1ccccc1)=C(C#N)C21CCCCC1
0.1%	-9.3%	CCOc1cc(/C=C2\SC(=S)N(c3cccc(C)c3)C2=O)ccc1O
-1.8%	93.3%	CSc1nc(NC(C)=O)nc(C)c1Cl
1.1%	7.6%	CCN(CC)S(=O)(=O)c1ccc2[nH]cc(C(=O)NCCC3=CCCCC3)c(=O)c2c1
-0.4%	-0.9%	CC(C)C(=O)Nc1ccc(NC(=O)c2cccs2)cn1
.	0.8%	Cc1ccc2nsnc2c1S(=O)(=O)NC1CC1
4.1%	4.3%	NC(=O)C1(N2CCCCC2)CCN(C(=S)Nc2ccc(Cl)cc2)CC1
1.3%	-1.2%	COC(=O)c1c(N)sc(C(=O)Nc2ccccc2C)c1C
-6.5%	2.2%	Cc1nc2cc(NC(=O)N3CCN(c4ccccn4)CC3)ccc2o1
-11.7%	2.7%	CCN(CC)C(=O)C1CCCN(C/C(C)=C/c2ccccc2)C1 (centres undefined)
2.9%	8.8%	Cc1nnc(SCC(=O)Nc2cc(C(F)(F)F)ccc2N2CCOCC2)o1
-16.2%	2.0%	CCOc1cc(C)c(Cl)cc1S(=O)(=O)NCc1ccc2c(c1)OCO2
0.6%	-77.5%	Cc1ccc(C2C(C#N)=C(N)SC(N)=C2C#N)c(C)c1

Among those listed so far, these have a furan ring, fused or not:
Rat MKP-3 inhibitors	Hsp70 displacement	SMILES
-7.8%	0.2%	CCOC(=O)c1ccc(N=c2sc(C(=O)OC)cc(=O)n2Cc2ccco2)cc1
2.9%	2.9%	COc1cccc(S(=O)(=O)NCc2ccc(C(=O)NCc3ccco3)cc2)c1
7.1%	-136.1%	CCN(CC)c1ccc(/C=C2\C(=O)NC(=O)N(c3ccc(Br)c(C)c3)C2=O)o1
-5.1%	-2.7%	COc1cccc(C2=NOC(C(=O)N3CCN(C(=O)c4ccco4)CC3)C2)c1 (centres undefined)
2.2%	0.1%	O=C(/C=C/c1ccco1)N(Cc1ccccc1)Cc1ccccc1
1.8%	3.7%	Cc1ccc(S(=O)(=O)NNC(=O)c2ccoc2C)cc1
-4.3%&-2.1%	2.1%&2.0%	C(=N\n1cnnc1SCc1ccccc1)/c1ccco1
.	4.5%	COc1ccccc1NC(=S)NCc1ccco1
-5.7%	0.7%	CCC(C)N(C(=O)c1csnn1)C(C(=O)NCc1ccc(F)cc1)c1ccco1 (centres undefined)
-8.9%	6.8%	Cc1ccc(S(=O)(=O)NC(CC(=O)O)c2ccco2)cc1 (centres undefined)
-5.3%	2.2%	Cc1ccc(C(=O)c2coc3ccc(O)c(CN4CCN(C)CC4)c23)cc1
-0.8%	1.3%	NS(=O)(=O)c1ccc(CNC(=O)c2ccco2)cc1

Entries of single compounds, looked up by structure. Order of values: Rat MKP-3 inhibitors | Hsp70 displacement
Profile of `Cc1ccc(S(=O)(=O)NCC(C)NS(=O)(=O)c2ccc(C)cc2)cc1` (centres undefined) = 69.6%* | -0.5%
Profile of `COc1ccc2c(Cl)c(-c3nnc(SCC(N)=O)n3C)sc2c1` = 4.4% | 2.0%

Screens (PubChem BioAssay)
